# Compound activity deposited in PubChem BioAssay by several laboratories.
# PKA-R1A activ = PKA-R1A complex activation; PKA-R1A dissociation, Cy5-IP20 fluorescence polarization; scaled: DMSO 0%, 113 µM cGMP 100%; activation, % at 11.4 µM; 340,000 compounds, 0.083% hits; AID 504707;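 active = percent activation above the mean of all tested compounds plus 3 SD, cut at about 19% in these data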;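 note: higher means more PKAc released from R1A so a rise in polarization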
# PfHsp90 yeast 2 = growth inhibition of yeast expressing Plasmodium Hsp90; 310,000 compounds, 0.32% hits; S. cerevisiae expressing PfHsp90, BacTiter-Glo ATP, 48 h; yeast lacking PDR1 and PDR3 efflux regulators; inhibition, % at 9.4 µM; AID 504621;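 active = every replicate shows inhibition above about 80%, whatever the replicate mean, limit read from the data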;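 note: 0% = DMSO neutral controls and 100% = 20 µM radicicol positive controls; yeast relying on Plasmodium falciparum Hsp90 in place of its own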
# OPRM1-OPRD1 inv = inverse agonist of human OPRM1-OPRD1 heterodimerization; inhibition, % at 9.3 µM; cell-based MOR-DOR heterodimer luminescence, inverse agonism; 340,000 compounds, 0.21% hits; in the data active = inhibition above about 22%, passing the limit was not always enough;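 note: 0% = cells with DMSO and 100% = wells without cells with DMSO; values of inactives mirror those of a sister screen read the other way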
# Pemphigus Ab inh = inhibitors of pemphigus antibody binding to human desmoglein-3 | DSG3-coupled beads, scFv-anti-DSG3-GFP binding, flow cytometry; active compounds read low | 310,000 compounds, 0.48% hits | P32926 | binding (percent of control), % at 10 µM | AID 588358;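 active = binding more than 3 SD below its plate's average and above zero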;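 note: hits lower antibody fragment binding to DSG3; some compounds called inactive have numbers as strong as hits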
# AddAB inh = less growth of phage-infected E. coli with AddAB; E. coli expressing H. pylori AddAB, absorbance growth; inhibition, % at 11.9 µM; AID 435030; 330,000 compounds, 0.29% hits; in the data active = inhibition above about 12%;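 note: 0% = vehicle wells of infected cells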
# SUMO Mot1 rescue = blocks SUMOylation pathway, rescuing yeast Mot1-301 growth; growth rescue, % at 18.8 µM; AID 2716; 320,000 compounds, 1% hits; S. cerevisiae Mot1-301 growth rescue, ATP luminescence, 38.5C; percent above DMSO median, 100 means doubled;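 active = every valid replicate shows activation above 250% relative to neutral control wells; inactive = the rest, any valid replicate at or below 250%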;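 note: OY570 slx delta 5 strain wells were the positive control but not used for scaling; some compounds called inactive have numbers as strong as hits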
# OPRM1-OPRD1 ag = OPRM1-OPRD1 heterodimerization agonism | 340,000 compounds, 0.3% hits | cells, luminescence | AID 504326 | P35372+P41143 | activation, % at 9.3 µM; in the data active = activation above about 18%;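 note: 0% = vehicle-treated cells and 100% = reference agonist; values of inactives mirror those of a sister screen read the other way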
# HTR5A inv ag = HTR5A inverse agonism, opioid heterodimer counter-screen; P47898; HTR5A cell line, luminescence; inhibition, % at 9.3 µM; 340,000 compounds, 0.083% hits; AID 504634; in the data active = inhibition mostly above about 23%, no sharp cut-off; inactive = mostly below about 18%;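 note: 0% = cells with DMSO and 100% = no-cell wells with DMSO; some compounds called inactive have numbers as strong as hits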
# Target sequence (P47898 whole entry, looked up): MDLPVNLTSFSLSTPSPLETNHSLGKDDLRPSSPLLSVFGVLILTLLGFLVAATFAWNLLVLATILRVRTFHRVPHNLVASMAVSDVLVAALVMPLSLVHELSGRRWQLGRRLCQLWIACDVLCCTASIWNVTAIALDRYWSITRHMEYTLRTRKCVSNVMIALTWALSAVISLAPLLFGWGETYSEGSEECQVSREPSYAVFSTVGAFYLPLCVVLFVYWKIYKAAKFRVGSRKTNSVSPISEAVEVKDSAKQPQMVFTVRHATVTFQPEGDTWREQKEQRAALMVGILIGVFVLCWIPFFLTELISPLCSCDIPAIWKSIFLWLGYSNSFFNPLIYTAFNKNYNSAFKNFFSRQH
# E coli growth = reduces bacterial viability in AddAB counter-screen | 330,000 compounds, 0.27% hits | inhibition, % at 11.9 µM | E. coli V3065 growth, OD600 absorbance, 18 h;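 active = inhibition above the campaign's mean inhibition across all tested compounds plus 3 SD, cut at about 9.9% in these data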;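 note: uninfected addAB+ strain grown without phage in ampicillin broth; 0% = DMSO wells and 100% = ciprofloxacin 0.95 µg/ml wells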
# HTR5A ag ctr = counter-screen for OPRM1-OPRD1 agonists: human HTR5A agonism. HTR5A agonist assay, luminescence, cell-based. activation, % at 9.3 µM. 340,000 compounds, 0.61% hits. AID 504692; in the data active = activation mostly above about 9.5%, no sharp cut-off; inactive = mostly below about 7.6%;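 note: 0% = cells with vehicle only and 100% = reference agonist; strong numbers were not always called active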
# phage Ecoli inh = E. coli growth loss with phage present. growth absorbance. inhibition, % at 11.9 µM. 360,000 compounds, 0.26% hits; in the data active = inhibition above about 11%
# An asterisk follows results filed as active; · = no result given. Rows were taken by chance; about 3.2% have a hit in one of these screens.
SMILES,PKA-R1A activ,PfHsp90 yeast 2,OPRM1-OPRD1 inv,Pemphigus Ab inh,AddAB inh,SUMO Mot1 rescue,OPRM1-OPRD1 ag,HTR5A inv ag,E coli growth,HTR5A ag ctr,phage Ecoli inh
Cn1cccc1Cc1nnc(SCC(=O)Nc2ccc(Cl)cc2)n1-c1ccc(F)cc1,-1,0,-22,106,2.4,1,4.4,-7,-0.5,3,3.0
CCOC(=O)C1=NOC2COC3(CCN(c4ncccn4)CC3)OCC12 (stereo unspecified),-10,-20,10,98,4.6,-13,-1.7,7,0.2,-2,3.2
CN(CC(=O)Nc1ccccc1Br)CC(=O)NC(c1ccccc1)c1ccccc1,-2,·,9,107,·,·,-1.7,9,·,-3,2.4
CC(CCc1ccccc1)NCc1ccc(Cl)cc1Cl (stereo unspecified),-6,39,-31,107,5.3,10,6.0,-15,1.9,5,-0.9
Cc1cccc(NCc2nc(-c3ccccc3)no2)c1,-1,·,-54,109,3.3,5,11,8,-1.5,-3,2.1
CCOC(=O)C1=C(C)NC(=O)NC1C1CC=CCC1 (stereo unspecified),-11,·,3,95,2.2,112,-0.5,13,0.5,-3,2.3
O=C(COC(=O)/C=C/c1ccc2c(c1)OCO2)NC1CCS(=O)(=O)C1 (stereo unspecified),-14,-3,9,89,0.2,-6,-1.7,1,-0.2,7,0.1
Cc1cccc(-c2nc(C#N)c(NCc3ccco3)o2)c1,-6,5,-2,88,2.9,378,0.4,6,2.5,0,3.5
CCOc1cccc(-c2c(C(=O)N/N=C/c3ccsc3)nnn2-c2nonc2N)c1,-11,2,14,100,0.7,6,-2.8,-16,1.5,3,2.8
COc1cc(N=CC2=C(O)c3ccccc3C2=O)cc(OC)c1,-9,0,6,119,1.8,138,-1.2,-25,0.4,1,2.1
O=C(COC(=O)c1ccccc1C(=O)c1ccc(Cl)cc1)NCC1CCCO1 (stereo unspecified),-3,1,8,106,-2.2,1,-1.6,3,-1.0,-1,4.4
CCOC(=O)N1CCN(C(=O)CCCCCn2c(=S)[nH]c3cc4c(cc3c2=O)OCO4)CC1,-6,-10,15,98,0.5,13,-3.2,7,-1.3,-3,2.5
CC1(C)NC(=O)N(Cc2cc(=O)n3ccsc3n2)C1=O,7,2,15,98,0.9,1,-2.8,-11,1.6,3,-0.6
O=[N+]([O-])c1ccccc1/C=N/Nc1nccnc1Cl,7,20,2,97,-0.1,-20,-0.4,8,-0.7,-3,2.5
COc1cc(/C=C/C(=O)OCC(=O)Nc2cc(C)c(C)cc2[N+](=O)[O-])ccc1O,-4,-37,12,96,-1.6,0,-2.3,-36,2.6,11*,2.1
Cc1ccc(N(CC(=O)NCc2ccccc2)C(=O)CCC(=O)Nc2ccccn2)c(C)c1,-7,22,6,·,-0.6,3,-0.9,1,0.3,1,0.6
Cc1ccc(C(=O)/C=C/N(C)C)cn1,4,-4,11,105,1.5,203,-2.2,-16,0.2,-5,2.1
O=C(COc1ccc2ccc(=O)oc2c1)NC1CCN(Cc2ccccc2)CC1,1,24,18,101,0.3,3,-3.6,-9,-1.1,-1,-0.6
CCc1ccc(Nc2nc(N)nc(CSc3nc4ccccc4s3)n2)cc1,-21,12,15,97,3.0,23,-2.5,-9,0.2,3,0.6
CCOc1c(Cl)cc(CNCC(O)c2ccccc2)cc1OC (stereo unspecified),-3,3,-16,83,0.1,614*,2.4,0,0.1,0,3.6
CCCCCn1c(SCC2CCCO2)nc2cc(C(=O)N3CCC(C(N)=O)CC3)ccc2c1=O (stereo unspecified),-12,1,17,97,-0.5,-5,-3.1,2,-2.6,4,-0.9
COc1ccc2cc(C=NS(=O)(=O)c3ccc(C)cc3)n(C)c2c1,-4,-6,6,106,3.7,4,-1.1,-28,0.4,10,1.1
COc1ccc(C(=O)NCc2nnc(SCC(=O)Nc3ccc4c(c3)OCO4)o2)cc1,-2,3,10,94,0.5,104,-2.0,-2,-0.9,1,4.7
COc1ccc(S(=O)(=O)N2C[C@H]3CON(C)[C@H]3C[C@H]2c2cccc(Br)c2)cc1,1,0,7,106,·,·,-1.5,-7,·,2,0.9
O=C1Nc2ccccc2/C1=C/C(=O)c1cccs1,-3,-29,9,·,2.1,8,-2.0,13,-0.5,-1,4.1
CN(CC(=O)Nc1ccc(F)cc1)C(=O)C1CCCC1,-3,21,20,101,-0.3,10,-5.0,-16,-0.5,6,1.3
O=C(COc1cccc2ccccc12)NNC(=O)CSCCO,0,-14,4,100,5.6,-25,-0.8,23,1.3,-3,-0.2
CSc1sccc1/C=N/NC(=O)c1ccncc1,-10,-12,-9,99,3.5,-3,1.2,-10,-0.7,4,1.1
CCC(C)Sc1ccc([C@H]2N[C@@](Cc3ccccc3)(C(=O)OC)[C@H]3C(=O)N(CC)C(=O)[C@@H]23)cc1 (stereo partly specified),-9,1,-18,96,0.0,-7,3.2,-7,1.4,6,0.3
CN(C)c1cc(-c2cccc(C(F)(F)F)c2)oc(=O)c1Cl,1,15,8,·,5.3,148,-1.7,-5,0.5,2,-0.5
N#Cc1nc(COc2cccc(Cl)c2)oc1NCCN1CCOCC1,-7,9,4,·,0.2,5,-0.8,-4,-0.7,2,0.5
Cn1cnnc1Sc1nc2c(c(=O)n(C)c(=O)n2C)n1Cc1ccccc1Cl,-4,8,11,·,0.8,-16,-1.8,11,-1.3,-4,-0.1
COc1ccc(-c2csc3ncnc(N4CCN(Cc5ccccc5)CC4)c23)cc1,-10,-5,-6,106,-0.6,2,1.2,8,2.2,0,1.5
N#C/C(=C\c1cccnc1)C(=O)Nc1cccc2ccccc12,-12,21,2,95,0.7,30,-0.3,9,-1.6,-3,2.8
CCOc1ccccc1NC(=S)N1CCC(NC(=O)NC23CC4CC(CC(C4)C2)C3)CC1,-9,6,12,102,2.1,8,-2.1,7,-0.4,8,1.9
O=S(=O)(NC1CCCCC1Nc1ccc(Cl)cc1)c1ccccc1 (stereo unspecified),-12,7,-30,102,2.6,-9,6.7,40,0.7,2,3.8
O=C1C2C3C=CC(CNS(=O)(=O)c4ccccc4[N+](=O)[O-])(O3)C2C(=O)N1c1ccccc1 (stereo unspecified),-3,111*,-6,86,2.2,51,0.9,-6,-0.2,2,5.7
COc1cccc(NC(=O)CN2C(=O)CSc3nc(C)cc(C)c32)c1,1,-13,8,104,2.5,9,-1.4,-15,0.8,5,2.0
Cc1ccc(N2CC(C(=O)Nc3ccccc3C(=O)NC3CCCCC3)CC2=O)cc1 (stereo unspecified),-6,·,9,·,-2.8,4,-1.7,-29,-0.8,9,2.0
O=C(c1ccco1)N1CCN(C(c2ccc(Cl)cc2)c2nnnn2CC2CCCO2)CC1 (stereo unspecified),-10,-4,7,103,1.2,-8,-1.7,4,-1.6,-3,2.7
Cc1cccn2c(=O)c(C=O)c(N3CCSCC3)nc12,2,-45,6,100,2.6,-9,-1.1,0,-5.1,-4,1.8
COc1ccccc1-c1nnc(SC)n1C,2,25,9,100,0.1,-1,-1.8,4,-0.8,-1,3.8
O=C1c2cccc3cccc(c23)C(=O)N1CC1CCN(S(=O)(=O)c2ccc(F)cc2)CC1,2,-18,-11,86,2.3,-16,2.0,14,1.5,6,2.2
NS(=O)(=O)c1ccc(N2N=C(c3ccccc3)CC2c2ccccc2Cl)cc1 (stereo unspecified),-11,-9,-18,104,1.9,·,3.7,-9,1.1,3,0.2
NC(=O)c1ccccc1NS(=O)(=O)c1ccc(S(=O)(=O)N2CCCC2)cc1,-2,-9,3,104,2.0,-3,-0.8,17,0.7,3,0.1
CN(C)c1ccc(C(=O)N=c2sccn2C)cc1[N+](=O)[O-],2,19,24,114,1.3,1,-4.6,-8,2.7,3,1.7
Cc1ccc(/C=N/NC(=O)c2cccc(S(=O)(=O)Nc3ccccc3Cl)c2)o1,-6,31,22,95,1.2,-6,-4.1,-12,-0.5,2,4.1
C/[N+]([O-])=C1\Cc2ccccc2C1=O,1,14,11,·,2.6,1,-2.5,15,0.2,-6,2.2
COc1ccc(SC[C@H](Cc2ccccc2)N2CC[C@@H](C(C)(C)C)CCC2=O)cc1,-12,-7,-2,105,-1.4,15,0.4,-20,-1.2,7,2.5
CC(C)Cc1nnc(NC(=O)c2ccc(S(=O)(=O)N3CCCC3)cc2)s1,-8,·,0,107,·,·,-0.1,15,·,-6,3.8
COc1ccccc1NS(=O)(=O)NC(=O)c1c(C)[nH]c2ccccc12,-8,10,5,109,2.2,-24,-1.0,6,-1.5,-2,0.2
COc1ccc(Nc2nc3cc(C)ccc3cc2C#N)c(OC)c1,-3,-5,16,240,5.8,-4,-3.3,2,-1.4,-1,1.7
COc1ccc(C=NNc2ccc([N+](=O)[O-])cc2S(=O)(=O)Nc2ccccc2C(=O)O)cc1OC,4,-8,8,116,0.7,0,-1.6,8,-1.6,-2,1.1
CCOc1ncccc1C(=O)OCc1nnc(-c2ccccc2)o1,0,-17,2,116,2.5,4,-0.4,10,0.4,-3,3.0
COc1ccc(C(=O)Nc2ccc(Nc3ccccc3)cc2)cc1Br,-10,14,-37,·,3.6,17,7.6,34,1.1,1,1.0
Cc1cc(Cn2nc(-c3ccccc3)cc2C(=O)NCC2CC2)on1,-10,6,1,98,0.1,8,-0.1,3,-0.7,0,5.6
Cc1ccc(NC(=O)COC(=O)C2=NN(c3ccccc3)C(=O)CC2)c(Br)c1,6,-11,17,99,1.8,160,-4.1,2,0.3,-1,1.3
COCCNc1c([N+](=O)[O-])c(=O)n(-c2ccccc2)c2ccccc12,5,4,24,102,-0.6,-7,-4.8,8,0.4,-3,4.3
NC(=S)Cc1nc(-c2ccccc2)cs1,-1,-4,20,100,0.8,132,-3.8,37,0.4,-6,3.5
CCn1c(C)nc2cc(C(=O)NNS(=O)(=O)c3cc(Br)ccc3Br)ccc21,-10,2,8,99,-0.6,-27,-1.6,-21,-1.8,7,1.0
CN(C)S(=O)(=O)c1ccc(Cl)c(NC(=O)COC(=O)/C=C/c2ccc(S(=O)(=O)N3CCOCC3)cc2)c1,8,-2,-8,96,2.4,324,1.3,-8,1.3,3,2.3
CC1CCCCC12NC(=O)N(CC(=O)Nc1ccc3[nH]c(=O)[nH]c3c1)C2=O (stereo unspecified),13,3,4,96,1.4,99,-0.6,-16,-1.2,6,-1.8

# Sorted by SMILES length (largest number first): some entries from above
SMILES,PKA-R1A activ,PfHsp90 yeast 2,OPRM1-OPRD1 inv,Pemphigus Ab inh,AddAB inh,SUMO Mot1 rescue,OPRM1-OPRD1 ag,HTR5A inv ag,E coli growth,HTR5A ag ctr,phage Ecoli inh
COc1ccc(C=NNc2ccc([N+](=O)[O-])cc2S(=O)(=O)Nc2ccccc2C(=O)O)cc1OC,4,-8,8,116,0.7,0,-1.6,8,-1.6,-2,1.1
COc1ccc(C(=O)Nc2ccc(Nc3ccccc3)cc2)cc1Br,-10,14,-37,·,3.6,17,7.6,34,1.1,1,1.0
NC(=S)Cc1nc(-c2ccccc2)cs1,-1,-4,20,100,0.8,132,-3.8,37,0.4,-6,3.5
